# Bioassay records as filed in PubChem BioAssay.
# All columns: NCI-60 one-dose screen, growth in % after 48 h at 10 µM unless noted; 100 = growth as untreated, 0 = no growth, -100 = all killed.
# SF-295: SF-295 CNS cancer cells; actives 5.6% (n = 79,000); AID 1794758
# U251: U251 CNS tumor cells | actives 5.4% (n = 80,000)
# SF-268: SF-268 CNS cancer cells. actives 3.1% (n = 82,000). AID 1794759
# CAKI-1: CAKI-1 renal cancer. actives 4.7% (n = 75,000). AID 1794772
# 786-0: 786-0 renal cancer cells; actives 5.1% (n = 81,000)
# SN12C: SN12C renal cancer cells; actives 3.8% (n = 81,000); AID 1794767
# TK-10: TK-10 renal cancer cells | actives 3.9% (n = 81,000) | AID 1794769
# UO-31: UO-31 renal cancer. actives 5.2% (n = 81,000)
# Starred values were filed as active, the others as inactive; . = no result given; & = joins results of further samples; [ ] = dose if it differs, or a comment. Rule for the calls: active = growth percent below 10; inactive = the rest. An unsorted share of the library; 9.2% or so of the library scored in one or more.
SMILES,SF-295,U251,SF-268,CAKI-1,786-0,SN12C,TK-10,UO-31
Nc1cc2nc3ccccc3sc-2cc1=O,66,.,78,56,98,61,137,43
CN1C(=O)N(C)C2C1NN=C1SC(c3ccccc3)=CC(=O)N12 (stereo not given),99,99,100,90,96,103,92,82
O=C(Oc1ccccc1)c1cc(O)c(O)c(O)c1,74,55,60,34,55,66,81,54
O=S(=O)(NCC[C@@H]1C[C@H]1c1ccc2ccccc2c1)c1ccc(C(F)(F)F)cc1,.,94,89,79,96,93,100,82
COc1ccc(NC(=O)CSc2nnc(-c3cc(-c4ccc(S(N)(=O)=O)cc4)nc4ccccc34)n2-c2ccccc2)cc1,94,86,69,61,88,82,103,75
COc1ccc(-c2cc(-c3cccs3)c(C#N)c(=O)[nH]2)c(OC)c1,96,78,65,93,78,76,100,83
CCCCn1c(Cc2ccc(Cl)cc2)nc2cc(OC)c(OC)cc2c1=O,71,88,80,73,84,84,102,54
CSc1nc2sc3c(c2c(=O)n1-c1ccc(C(C)C)cc1)CCC(=O)C3,4.2*,-80*,19,-9.8*,19,6.7*,7.3*,-67*
CC(C)c1ccc(Nc2ccc3c(OCCCN4CCN(C)CC4)cccc3n2)cc1,39,24,72,64,47,91,91,72
CCCCN(CCCC)C(=O)CCl,99,101,98,103,105,106,107,89
C#CCOc1ccc(C(Nc2cc(Cl)ccc2Cl)c2nnnn2C2CCCCC2)cc1 (stereo not given),81,83,83,44,90,91,91,63
CC(/C=N/N1C(=O)c2ccccc2C1=O)c1ccccc1 (stereo not given),91,100,117,84,102,100,113,88
N#C/C(=C\c1ccc2c(c1)OCO2)c1nc(N)nc(Nc2ccc(S(N)(=O)=O)cc2)n1,104,98,99,90,102,99,132,87
Cc1ccc(N/C=C/C(=O)c2sc3nc4ccccc4n3c2C)cc1S(N)(=O)=O,94,103,95,105,107,95,109,108
Nc1ccc(/C=C/c2ccc(N)cc2)cc1,75,.,104,65,104,86,95,90
O=C(O)CCC(=O)Nc1ccccc1C(F)(F)F,102,105,105,105,99,103,77,94
CCOC(=O)Cc1csc(NC(=O)NCn2c(=O)[nH]c3ccccc3c2=O)n1,99,98,99,95,101,102,104,88
CC(=O)Oc1ccccc1C(=O)Nc1ccc(C(=O)/C=C/c2ccc(C)cc2)cc1,102,105,105,96,103,104,.,93
CC(C)(C)Nc1c(-c2cccnc2)nc2ncccn12,98,104,98,91,101,106,104,86
CN1CC(c2ccc(Br)cc2)C(C(=O)c2ccc(Br)cc2)C12C(=O)Nc1ccccc12 (stereo not given),78,82,69,47,79,70,92,48
COc1ccc2nc3sc(C(=O)Nc4ccc(C(=O)/C=C/c5cc(OC)c(OC)c(OC)c5)cc4)cc3cc2c1,110,113,107,107,105,102,127,99
CCOC(=O)c1c2ccncc2n2c(=O)n(C)nnc12,101,107,97,98,104,105,158,94
O=C1CSC(=S)N1c1ccc(Cl)cc1,108,94,105,91,100,85,109,91
CCC(C)(C)C1CCCCC1,105,102,.,.,115,107,116,93
Cc1ccc2sc3c(NCCCN)nc4ccccc4c3c(=O)c2c1,88,6.3*,65,-6.4*,77,69,85,47
CC(C)=CCC/C(C)=C/CC/C(C)=C/CC/C(C)=C/CSC[C@H](NC(=O)CCCCCN1CCN(C)CC1)C(=O)NC1CCCCC1,.,55,85,.,84,98,111,67
COc1cc2nc(N(C)CCCNC(=O)C3CCCO3)nc(N)c2cc1OC (stereo not given),97,104,99,101,87,101,103,76
CNC(=O)c1cc(Oc2ccc3c(c2)sc2nc(-c4cc(C(F)(F)F)cc(C(F)(F)F)c4)cn23)ccn1,36,39,65,51,61,60,36,62
COCCOC(=O)C1=C(C)NC(C)=C(C(=O)OC(C)C)C1c1cccc([N+](=O)[O-])c1 (stereo not given),92,100,106,83,86,98,113,76
COc1ccccc1N1CCN(CC(O)COc2cccc3ccccc23)CC1 (stereo not given),54,63,82,75,81,56,93,64
CCOC(=O)Nc1c(N)n(C)c(=O)n(C)c1=O,109,102,104,.,99,106,107,99
O=C1Nc2ccc(F)cc2/C1=C/c1ccc(OCc2ccccc2)cc1,99,100,95,92,100,100,95,97
CC(=O)CC(=O)NC1CCCC1,93,98,112,99,96,97,110,88
CCc1cccc2c3c(sc12)C(c1ccc(Cl)cc1)c1c(nc(-c2ccc(Cl)cc2)[nH]c1=O)O3 (stereo not given),98,85,79,51,94,91,134,62
COC(OC)C1(CCc2ccccc2)NC(=O)NC1=O (stereo not given),144,111,111,113,104,.,110,74
C=C(C)COc1ccc(C(C)(C)C)cc1,101,89,100,96,101,103,97,95
COc1cccc2cc(-c3cc4ccccc4[nH]3)c(=O)oc12,100,107,106,85,95,95,173,72
CCOC(=O)C1C(=O)C=C(c2ccc(OC)cc2)CC1c1sc(N(C)Cc2ccccc2)nc1Cl (stereo not given),84,85,74,77,85,80,94,54
O=C(Nc1ccc(NC(=O)c2cc(O)c(O)c(O)c2)cc1)c1cc(O)c(O)c(O)c1,102,90,97,97,105,89,88,93
COc1ccc(/C=C2\Oc3cc(OCCN4CCCC4)ccc3C2=O)cc1,101,103,96,92,101,96,100,74

# Looked up above:
# CAKI-1 result of `O=C1Nc2ccc(F)cc2/C1=C/c1ccc(OCc2ccccc2)cc1` = 92
# U251 result of `O=C(Oc1ccccc1)c1cc(O)c(O)c(O)c1` = 55

# Following part
SMILES,SF-295,U251,SF-268,CAKI-1,786-0,SN12C,TK-10,UO-31
CSc1nn(-c2ccccc2)c2ncnc(Oc3ccc(C)cc3)c12,93,91,91,85,65,89,94,84
CSc1nc(C)cc(Cl)n1,120,114,110,121,108,112,.,91
COC(=O)c1ccc(N=Cc2cc3ccccc3[nH]c2=O)cc1,107,103,97,96,103,100,110,82
COC(=O)C1=C(O)CC2CC(C(=O)OC)N3C(=O)COC123 (stereo not given),101,102,100,97,96,104,108,98
O=C(COC(=O)[C@H](C[Se][Se]C[C@H](NC(=O)c1ccc(Br)cc1F)C(=O)OCC(=O)c1ccc(F)cc1)NC(=O)c1ccc(Br)cc1F)c1ccc(F)cc1,-66*,-100*,-74*,-91*,-95*,-100*,-98*,-100*
CCCC(=S)N1CCN(c2ccccc2)CC1,109,119,113,98,103,96,103,87
O=c1c2cc(F)ccc2sc2c(NCc3ccccc3)nc3ccc(Cl)cc3c12,101,103,99,90,98,101,111,87
O=C(c1ccncc1)N1N=C(c2ccc(Cl)cc2)C[C@H]1c1cn(-c2ccccc2)nc1-c1ccccc1,79,61,89,65,98,87,109,90
COc1ccc(-c2nc(-c3c[nH]c4ncccc34)cs2)cc1,105[100 µM],96[100 µM],87[100 µM],138[100 µM],108[100 µM],102[100 µM],108[100 µM],69[100 µM]
OCC1OC(O)C(F)C(O)C1O (stereo not given),100,98,105,96,97,101,94,90
Fc1cccc(Cn2cc(CSc3nc4ccccc4o3)nn2)c1,89,98,90,82,91,100,105,80
CCC1S/C(=N\S(=O)(=O)c2ccc(N)cc2)NC1=O (stereo not given),118,109,97,98,112,105,105,.
O=C(/C=C/C12c3ccccc3C(c3ccccc31)C1C(=O)NC(=O)C12)c1ccc(Cl)cc1Cl (stereo not given),41,7.9*,33,25,19,9.4*,22,32
N=C1CC(=O)NN1C(=O)c1cnc2n(c1=O)CCCCC2,93,102,99,102,103,97,105,88
Fc1ccc(-n2cc(COc3ncnc4sc5c(c34)CCCC5)nn2)cc1Cl,105,100,96,93,98,99,113,82
Fc1ccc(Nc2csc(-c3ccccn3)n2)cc1Cl,97,98,93,71,102,96,138,60
C#C[C@]1(O)CC[C@H]2[C@@H]3CC=C4c5sc(-c6ccc(C(F)(F)F)cc6)nc5CC[C@]4(C)[C@H]3CC[C@@]21C,100,107,105,74,103,100,134,73
O=C1CCCN1C1CCN(Cc2ccccc2)CCO1 (stereo not given),91,104,109,97,95,97,127,86
CC1C/C(=C\c2ccc([N+](=O)[O-])cc2)C(=O)O1 (stereo not given),102&94,101&96,97&89,100&93,99&103,96&102,107&119,91&91
c1ccc2n[nH]nc2c1,101,98,103,104,97,103,111,97
COc1ccc(-n2nc3c(c(C#N)c2=O)CC(c2ccccc2)C([N+](=O)[O-])=C3O)cc1 (stereo not given),101,99,97,88,94,90,110,67
O=C(CCN1CCC2CCC(C2)C1)c1ccc(F)cc1 (stereo not given),111,107,110,96,109,109,98,85
CCOC(=O)c1cn(CCN2CCCC2)c2nc(NCc3ccc(OC)c(OC)c3)nn2c1=O,101,99,95,99,106,103,108,81
CCOC(=O)c1cnn(CC(O)CC)c1NC(=O)NCc1cccc(C(F)(F)F)c1 (stereo not given),91,98,100,75,89,98,104,76
CCCNC1(C#N)CCN(Cc2ccccc2)CC1,107,102,110,81,84,91,101,96
COCCNC(=O)Cc1c(-c2ccc(OC)cc2)oc2c(OC)c3c(c(OC)c12)OCO3,105,102,99,92,104,96,107,85
Cc1ccc(-c2csc(N3CCCC3=O)n2)cc1,95,86,89,96,92,88,100,66
Clc1cccc2cnccc12,124,96,113,106,98,129,117,70
Cc1ccc(C(=O)NN2C(=O)CSC2c2ccccc2)cn1 (stereo not given),101,96,105,74,96,114,140,56
COc1ccc(C(C)=O)cc1S(=O)(=O)Nc1c(N)nc(N)[nH]c1=O,94,99,96,87,92,99,81,91
COc1cc(Nc2cn[nH]c2-c2ccc(Cl)cc2)cc(OC)c1OC,66,35,77,60,54,53,67,32
O=C1/C(=C\c2cccnc2)SC(=S)N1CCc1ccc(O)cc1,94,68,68,31,39,18,39,37
COc1ccc(-c2csc(Nc3ccc(F)c(F)c3)n2)cc1OC1CCCC1,93,71,109,69,99,93,98,81
Cn1ccc2cc(OCc3ccccc3)ccc21,109,91,101,111,83,98,95,78
CCNC(=O)N1CCN(C)CC1,88,113,112,92,112,103,117,108
CN1CCN(C(=S)Nc2ccccc2)CC1,121,119,116,106,95,110,130,64
O=C1/C(=C/c2ccc(O)cc2)CSc2ccc(Cl)cc21,92,75,93,80,86,81,103,73
CC(=O)CCC(C(C)=O)C(C)=O,127,106,98,120,106,88,96,85
CC(=O)c1ccc(NC(=O)CSc2nnc(-c3cc(-c4ccc(S(C)(=O)=O)cc4)nc4ccccc34)n2-c2ccccc2)cc1,100,101,87,81,102,81,115,78
CC1=C(C)C(=O)C(N2CCN(c3cccc(C)c3)CC2)=CC1=O,101,96,94,82,100,94,113,73
O=c1[nH]n(C(=S)N/N=C/c2cccc(Br)c2)c(=O)c2ccccc12,87,84,95,74,92,103,110,79
Cc1ccc2nc(-c3ccc(OCC(=O)N=Nc4c(O)[nH]c5ccccc45)cc3)[nH]c2c1,97,6.0*,102,93,36,57,103,96
COc1cc([C@@H]2c3cc4c(cc3C(Br)[C@H]3COC(=O)[C@H]23)OCO4)cc(OC)c1OC (stereo not given in full),-15*,1.3*,-30*,12,9.2*,31,54,8.5*
COc1ccc([C@@H]2CC(=O)c3c(O)cc(O[C@@H]4OC(CO[C@@H]5OC(C)[C@H](O)C(O)C5O)[C@@H](O)C(O)[C@@H]4O)cc3O2)cc1O (stereo not given in full),98,108,98,98,99,107,108,88
O=C(CSc1nc2sc3c(c2c(=O)n1-c1ccc(Cl)cc1)CCCC3)NNC(=O)Nc1ccc(Cl)c(C(F)(F)F)c1,9.8*,4.2*,67,35,52,32,38,30
CCOC(=O)c1no[n+]([O-])c1C(=O)OCC,97,93,109,91,99,97,109,96
CCc1c([N+](=O)[O-])cc2c(c1[N+](=O)[O-])C(C)(CC)CCC2(C)CC (stereo not given),102,108,114,86,102,102,114,124
O=C(CCc1nnc2sc(-c3ccc(Cl)cc3Cl)nn12)c1nc2ncccc2[nH]1,-57*,-74*,37,-16*,-31*,-7.3*,-32*,-82*
CCCCCCC1C/C(=C/N(C)C)C(=O)O1 (stereo not given),100,92,93,103,100,102,101,85
C(=N\N1CCCCCC1)/c1ccc2ccccc2n1,108,101,106,84,100,92,101,56

# Compounds shown so far containing fluorine (15):
SMILES,SF-295,U251,SF-268,CAKI-1,786-0,SN12C,TK-10,UO-31
O=S(=O)(NCC[C@@H]1C[C@H]1c1ccc2ccccc2c1)c1ccc(C(F)(F)F)cc1,.,94,89,79,96,93,100,82
O=C(O)CCC(=O)Nc1ccccc1C(F)(F)F,102,105,105,105,99,103,77,94
CNC(=O)c1cc(Oc2ccc3c(c2)sc2nc(-c4cc(C(F)(F)F)cc(C(F)(F)F)c4)cn23)ccn1,36,39,65,51,61,60,36,62
O=C1Nc2ccc(F)cc2/C1=C/c1ccc(OCc2ccccc2)cc1,99,100,95,92,100,100,95,97
O=C(COC(=O)[C@H](C[Se][Se]C[C@H](NC(=O)c1ccc(Br)cc1F)C(=O)OCC(=O)c1ccc(F)cc1)NC(=O)c1ccc(Br)cc1F)c1ccc(F)cc1,-66*,-100*,-74*,-91*,-95*,-100*,-98*,-100*
O=c1c2cc(F)ccc2sc2c(NCc3ccccc3)nc3ccc(Cl)cc3c12,101,103,99,90,98,101,111,87
OCC1OC(O)C(F)C(O)C1O (stereo not given),100,98,105,96,97,101,94,90
Fc1cccc(Cn2cc(CSc3nc4ccccc4o3)nn2)c1,89,98,90,82,91,100,105,80
Fc1ccc(-n2cc(COc3ncnc4sc5c(c34)CCCC5)nn2)cc1Cl,105,100,96,93,98,99,113,82
Fc1ccc(Nc2csc(-c3ccccn3)n2)cc1Cl,97,98,93,71,102,96,138,60
C#C[C@]1(O)CC[C@H]2[C@@H]3CC=C4c5sc(-c6ccc(C(F)(F)F)cc6)nc5CC[C@]4(C)[C@H]3CC[C@@]21C,100,107,105,74,103,100,134,73
O=C(CCN1CCC2CCC(C2)C1)c1ccc(F)cc1 (stereo not given),111,107,110,96,109,109,98,85
CCOC(=O)c1cnn(CC(O)CC)c1NC(=O)NCc1cccc(C(F)(F)F)c1 (stereo not given),91,98,100,75,89,98,104,76
COc1ccc(-c2csc(Nc3ccc(F)c(F)c3)n2)cc1OC1CCCC1,93,71,109,69,99,93,98,81
O=C(CSc1nc2sc3c(c2c(=O)n1-c1ccc(Cl)cc1)CCCC3)NNC(=O)Nc1ccc(Cl)c(C(F)(F)F)c1,9.8*,4.2*,67,35,52,32,38,30
